From PubChem
PfHsp90 set2 = inhibits growth of yeast expressing Plasmodium falciparum Hsp90; S. cerevisiae expressing PfHsp90, BacTiter-Glo ATP, 48 h; yeast lacking PDR1 and PDR3 efflux regulators; inhibition, % at 9.4 µM; actives 0.32% (n = 310,000);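 active means every replicate shows inhibition above about 80%, whatever the replicate mean, limit read from the data; inconclusive means mean inhibition reaches the set limit but some replicate falls short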;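 further: 0% = DMSO neutral controls and 100% = 20 µM radicicol positive controls; yeast relying on Plasmodium falciparum Hsp90 in place of its own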
PvdQ acylase = P. aeruginosa PvdQ acylase inhibition; AID 488965; purified PvdQ acylase, fluorescence plate reader; inhibition, % at 10 µM; actives 0.063% (n = 340,000); in the data active means inhibition above about 30%, passing the limit was not always enough; inconclusive means no clear call, values can overlap the other calls;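 further: 0% = vehicle neutral wells and 100% = reference inhibitor wells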
CAL PDZ FP-1 = inhibitors of human CAL PDZ peptide binding. Q9HD26. purified CAL PDZ, TMR-peptide fluorescence polarization, 1 h. inhibition, % at 24.9 µM. actives 0.92% (n = 300,000). AID 602252;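 active means mean inhibition of at least 30% with at least half of replicates also reaching 30%; inconclusive means no clear call, values can overlap the other calls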;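 further: 0% = DMSO neutral control and 100% = excess unlabeled competitor peptide PRC23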
SR-BI DiI inh = inhibitors of mouse SR-BI mediated HDL lipid uptake | Q61009 | ldlA[mSR-BI] CHO cells, DiI-HDL uptake fluorescence, 3 h | inhibition, % at 12.5 µM | actives 0.96% (n = 320,000) | AID 488896;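 active means mean replicate inhibition of at least 70% and a set share of replicates each scoring 70 or more; inconclusive means meets just one of the two criteria; inactive means fails both criteria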;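 further: 0% = median of neutral control wells and 100% = median of positive control wells; values of inactives mirror those of a sister screen read the other way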
Rtt109 Vps75 = inhibitors of Candida albicans Rtt109/Vps75 histone acetyltransferase; purified Rtt109/Vps75, ThioGlo CoA-SH fluorescence, 4 h; inhibition, % at 34.9 µM; actives 0.16% (n = 330,000);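 active means inhibition of at least 50% in every replicate; inconclusive means best replicate reaches 50% inhibition but some replicates fall short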
Target sequence (Q5AAJ8 whole entry, looked up): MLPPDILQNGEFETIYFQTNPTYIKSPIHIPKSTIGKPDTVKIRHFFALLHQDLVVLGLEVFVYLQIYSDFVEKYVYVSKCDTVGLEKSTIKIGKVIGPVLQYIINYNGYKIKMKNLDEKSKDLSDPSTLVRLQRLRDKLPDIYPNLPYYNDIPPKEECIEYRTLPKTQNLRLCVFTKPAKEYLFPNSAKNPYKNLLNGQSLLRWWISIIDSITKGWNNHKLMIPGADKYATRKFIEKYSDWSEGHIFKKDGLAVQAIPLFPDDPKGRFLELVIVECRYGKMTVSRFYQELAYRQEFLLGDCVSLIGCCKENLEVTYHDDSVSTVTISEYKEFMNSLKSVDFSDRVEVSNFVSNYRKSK
CAL PDZ FP-2 = inhibitors of human CAL PDZ peptide binding; AID 504414; Q9HD26; actives 0.02% (n = 330,000); inhibition, % at 20 µM; purified CAL PDZ, TMR-peptide fluorescence polarization, 1 h;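 active means highest replicate inhibition of at least 40%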;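 further: plate controls were DMSO neutral control wells for no effect and unlabeled competitor peptide control wells for full effect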
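Material: tagged CAL PDZ protein CerCALP, purified; buffer or medium: sodium phosphate/NaCl buffer pH 7.4 with TCEP, IgG, Thesit; also added: fluorescent TMR peptide probe; schedule: 1 h incubation at room temperature before polarization reading; technique: fluorescence polarization from S- and P-plane intensities, G-factor corrected; control set: unlabelled peptide and DMSO controls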
MITF act = increases MITF-driven TRPM1 promoter luciferase signal; SK-MEL-5 TRPM1-promoter luciferase, 24 h; % of positive control, neutral wells = 0; activation, % at 12.5 µM; actives 0.75% (n = 300,000);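 active means mean activation of at least 80% with every replicate also reaching 80%; inconclusive means mean reaches 80% but some replicate falls short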;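 further: 0% = neutral control wells and 100% = parthenolide positive control wells; values of inactives mirror those of a sister screen read the other way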
NSD2 HMT inh = inhibitors of human histone methyltransferase NSD2 | O96028 | NSD2 peptide methylation, AlphaScreen, 120 min | inhibition, % at 12.5 µM | actives 0.54% (n = 310,000); in the data active means inhibition above about 50%
dFosB act = activators of mouse delta FosB homodimer | activation, % at 25 µM | actives 0.99% (n = 340,000) | P13346 | purified delta FosB, TAMRA-CDK5 oligo fluorescence polarization; percent of positive-control signal above neutral wells;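 active means mean activation above about 17%, with every replicate also reaching it, limit read from the data, passing the limit was not always enough; inconclusive means only one of the two conditions met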;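 further: fluorescence polarization rise as delta FosB binds a TAMRA Cdk5 AP-1 oligo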
Target sequence (P13346 whole entry, looked up): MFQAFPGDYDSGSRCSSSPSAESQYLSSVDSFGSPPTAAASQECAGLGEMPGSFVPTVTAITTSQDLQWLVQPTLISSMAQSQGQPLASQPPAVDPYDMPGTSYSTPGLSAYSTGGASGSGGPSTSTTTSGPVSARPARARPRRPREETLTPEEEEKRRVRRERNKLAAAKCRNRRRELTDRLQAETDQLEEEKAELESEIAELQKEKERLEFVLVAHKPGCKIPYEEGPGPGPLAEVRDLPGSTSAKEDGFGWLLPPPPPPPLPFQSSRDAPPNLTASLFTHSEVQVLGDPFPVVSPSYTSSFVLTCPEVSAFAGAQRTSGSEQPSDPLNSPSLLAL
SR-BI DiI-HDL act = enhances SR-BI lipid uptake from DiI-HDL; CHO ldlA[mSR-BI] cells, DiI-HDL uptake fluorescence, 3 h; 100 = double the neutral-control signal; activation, % at 12.5 µM; actives 0.096% (n = 320,000);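 active means mean replicate activation of at least 60% and every replicate at or above 60%; inconclusive means mean or all-replicate condition met, but not both; inactive means mean below 60% and not all replicates reaching 60%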;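 further: 0% = median plate neutral-control signal and 100% = twice that signal; values of inactives mirror those of a sister screen read the other way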
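Material – SR-BI-overexpressing, LDLR-lacking CHO cells · Medium – BSA-supplemented, HEPES-buffered Ham's F12, pH 7.4 · Doses – single concentration · Times – compound with DiI-HDL co-incubation, 3 h at 37 °C · Measured by – bottom-read fluorescence, 550/595 nm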
* = called active by the depositor; ? = inconclusive; · = no result given.

PfHsp90 set2,PvdQ acylase,CAL PDZ FP-1,SR-BI DiI inh,Rtt109 Vps75,CAL PDZ FP-2,MITF act,NSD2 HMT inh,dFosB act,SR-BI DiI-HDL act,Compound
16,-7,6,2,-10,-0.7,0,8,1,-2,CC(C)C(NC(=O)c1c(F)cccc1F)C(=O)NNC(=O)c1ccccc1 (configuration not stated)
·,-13,-4,-16,0,-1.9,-1,5,-6,16,N#Cc1ccsc1NC(=O)C1CC(=O)N(Cc2ccccc2)C1 (configuration not stated)
-1,3,-2,2,2,0.3,-7,-1,-8,-2,C/C(=N\NC(N)=O)C1CC(CC(C)C)C(=O)O1 (configuration not stated)
10,-7,-4,8,·,0.5,-14,-4,-12,-8,COc1ccc(OC)c(C2NC(=S)NC(C)=C2C(=O)Nc2ccccn2)c1 (configuration not stated)
-2,-8,-3,23,-8,-1.1,-1,-4,-6,-23,COc1cccc(/C=C/C(=O)OCC(=O)Nc2cc(S(=O)(=O)N3CCOCC3)ccc2C)c1
1,-8,-2,7,0,-3.1,-15,2,-1,-7,Cc1cc(C)n(CCC(=O)N/N=C/c2ccccc2O)n1
15,-1,3,7,5,0.0,1,2,-11,-7,COc1ccccc1NC(=S)N1CCC(NC(=O)C23CC4CC(CC(C4)C2)C3)CC1
5,9,-5,-6,-2,-1.1,1,-1,-8,6,CC(C)(C)C(=O)Nc1ccc(S(=O)(=O)NC2=NCCCCC2)cc1
18,-7,-4,16,3,-0.7,28,·,-14,-16,Cc1cc(N(C)C)ccc1N=Nc1ccc2ncccc2c1
27,-8,2,6,3,-2.4,6,2,-7,-6,COc1ccc(OC)c(S(=O)(=O)N2CCCCC2C(=O)N2CCN(c3ccccn3)CC2)c1 (configuration not stated)
-42,-13,-3,-16,4,2.4,1,1,-1,16,CC(C)Oc1ccc(C(CC(=O)O)NC(=O)Cc2ccc(Cl)cc2)cc1 (configuration not stated)
-2,0,-3,13,-13,-1.1,2,6,4,-13,CCN(CC)c1ccc([N+](=O)[O-])cc1/C=N/NC(=O)CC#N
26,-11,-6,2,8,-1.0,1,3,-7,-2,COc1ccccc1N1CCN(Cc2nc(N)nc(Nc3ccc(C)cc3)n2)CC1
-17,-8,-1,·,3,-4.0,-15,·,-2,·,Cc1ccccc1OCC(O)Cn1c(=N)n(Cc2ccccc2)c2ccccc21 (configuration not stated)
-8,-15,-2,0,6,-0.8,·,-5,0,0,O=C(COc1ccc(Cl)cc1)Nc1ccc2[nH]ncc2c1
-14,10,3,6,-6,-0.5,16,-1,3,-6,Cc1ccc(Nc2nc3ccccc3n3cnnc23)cc1Cl
14,-1,-4,5,7,-0.9,-7,2,-2,-5,CCn1c(SCC(=O)Nc2ccc(NC(C)=O)cc2)nc2c1c(=O)n(C)c(=O)n2C
-7,-2,3,17,-5,·,5,9,-2,-17,O=[N+]([O-])c1ccc(N2CCN(CC3CCCCC3)CC2)cc1
-46,1,4,15,20,-1.0,-3,-1,-17,-15,O=c1oc2c(-c3cccc(F)c3)cc(O)cc2s1
8,9,-3,1,4,-0.8,·,-2,2,-1,CCc1ccc(N(CC(=O)NC(C)C)C(=O)CCC(=O)Nc2ccccn2)cc1

Three structures from above, ordered by number of heavy atoms, smallest number first.
PfHsp90 set2,PvdQ acylase,CAL PDZ FP-1,SR-BI DiI inh,Rtt109 Vps75,CAL PDZ FP-2,MITF act,NSD2 HMT inh,dFosB act,SR-BI DiI-HDL act,Compound
-8,-15,-2,0,6,-0.8,·,-5,0,0,O=C(COc1ccc(Cl)cc1)Nc1ccc2[nH]ncc2c1
-42,-13,-3,-16,4,2.4,1,1,-1,16,CC(C)Oc1ccc(C(CC(=O)O)NC(=O)Cc2ccc(Cl)cc2)cc1 (configuration not stated)
14,-1,-4,5,7,-0.9,-7,2,-2,-5,CCn1c(SCC(=O)Nc2ccc(NC(C)=O)cc2)nc2c1c(=O)n(C)c(=O)n2C

Continued:
PfHsp90 set2,PvdQ acylase,CAL PDZ FP-1,SR-BI DiI inh,Rtt109 Vps75,CAL PDZ FP-2,MITF act,NSD2 HMT inh,dFosB act,SR-BI DiI-HDL act,Compound
3,1,·,-34,-7,-0.6,3,-3,3,34,COc1ccc(C)cc1S(=O)(=O)Nc1ccccc1
-12,2,-2,73*,-13,-0.4,-6,·,?,-73,COc1ccc(COc2cc(-c3cccc(OC)c3)nc3ccc(NC(=O)c4ccc(Cl)cc4)cc23)cc1
·,-1,·,-18,-3,0.8,-9,-1,-4,18,Cn1c(N)c(C(=O)COC(=O)CNC(=O)c2ccccc2F)c(=O)n(C)c1=O
8,-18,-4,1,-3,0.3,·,-2,-20,-1,CCc1nnc(NC(=O)c2nn(-c3ccccc3)nc2C)s1
-10,-15,7,-14,6,-0.5,-10,0,-3,14,O=C(CSCc1ccc(C(=O)O)cc1)Nc1ccccc1
-1,-9,8,22,2,-1.4,2,-3,-3,-22,CC1(C)Cc2c(sc3nnn(Cc4ccc(Cl)cc4)c(=O)c23)CO1
2,5,-2,-11,10,-7.1,3,-5,1,11,C=CCS(=O)(=O)N1CCCC(C(=O)c2cccc(Cl)c2)C1 (configuration not stated)
10,11,11,32,8,-0.7,7,0,-3,-32,CCOc1ccc(CCNC(=O)CSCc2ccc(C)cc2)cc1OCC
-18,0,5,-6,·,0.0,3,7,-5,6,CC(C)Cn1c(N)c(C(=O)COC(=O)[C@@H]2CCCN2C(=O)c2cccs2)c(=O)n(C)c1=O
3,1,-4,9,0,1.3,21,·,-1,-9,CC(=O)C[C@@H](O)CC(=O)[C@@H]1OC(=O)CCCCCCCc2ccccc21
-3,7,5,-42,1,-0.3,-15,0,6,42,COc1ccc(NS(=O)(=O)c2ccc(NC(=O)Cc3cccs3)cc2)cc1
9,-15,72*,-8,0,-1.5,·,1,3,8,COc1cccc(NC(=O)CCS(=O)(=O)c2cccs2)c1
8,-12,-1,5,-3,-3.4,-6,-1,-10,-5,O=C(CN(CCc1ccccc1)C(=O)Cn1nnc(-c2cccs2)n1)NCc1ccco1
·,-3,0,-8,1,·,·,-5,10,8,Cc1cc(C)cc(OCC(=O)NNC(=O)c2cc3ccccc3oc2=O)c1
2,15,-3,-18,-3,-0.9,25,27,6,18,O=C(/C=C/c1cc2c(cc1Br)OCO2)NCc1ccc(Cl)cc1
-9,4,·,18,11,-1.7,3,4,-6,-18,CCOC(=O)c1c(-c2cccc([N+](=O)[O-])c2)csc1NC(=O)C1CC1
14,-11,-3,-14,7,-1.0,-3,4,-10,14,O=C(c1cc2ccccc2o1)N1CCN(S(=O)(=O)/C=C/c2ccccc2)CC1
4,-8,0,-11,4,-2.6,-2,-1,0,11,OC(CN1CCN(Cc2ccccc2)CC1)c1ccccc1 (configuration not stated)
-8,1,1,-12,-3,1.0,11,-1,1,12,O=C(COC(=O)c1cc(=O)c2ccccc2o1)Nc1ccccc1F
0,-5,·,-9,-2,-1.4,-4,-2,0,9,OC(C[n+]1ccccc1)c1ccccc1 (configuration not stated)
-44,-11,0,-20,13,-0.1,-12,-1,-7,20,O=C(Nc1cccc(Cl)c1)C1CCCN(S(=O)(=O)c2ccc(F)cc2)C1 (configuration not stated)
·,-14,-4,5,-1,-2.6,?,-1,-17,-5,O=C(c1ccc(-c2ccccc2Cl)o1)N1CCC1
1,-7,·,-13,-1,-0.1,·,·,-4,13,Cc1cccc(NS(=O)(=O)c2cc3c(cc2C)N(C)CCO3)c1
-17,6,-2,46,·,-3.3,-7,-1,-19,-46,CC(C)(C)OC(=O)COc1cc(O)c2c(=O)cc(-c3ccccc3)oc2c1
12,-11,-1,2,-2,·,33,25,-2,-2,COC(=O)c1coc(-c2ccc(OC)cc2)c1C(=O)OC
-8,0,-18,6,6,1.5,7,·,2,-6,COc1ccc(OC)c(NC(=O)CSC2=NCCS2)c1
6,-5,-2,15,-3,-1.0,5,3,-10,-15,CC(=O)Nc1ccc(OCC(O)CN2CCN(c3ccc(C)c(Cl)c3)CC2)cc1 (configuration not stated)
-41,10,2,-7,3,-0.4,2,5,0,7,COc1ccc(/C=C(\CC(=O)O)c2nc3ccccc3s2)cc1O
-10,-37,-6,6,1,·,-4,-1,-3,-6,COc1ccc(C2=CSC3=NCCN23)cc1OC
·,-7,4,1,2,·,·,-2,-10,-1,O=C1CNCc2[nH]c3ccccc3c2N1c1ccccc1
0,8,-2,-3,0,-0.7,-3,0,-1,3,COC(=O)CSc1nc2sc3c(c2c(=O)n1-c1ccc(OC)cc1)CCN(C)C3
10,-13,-3,5,-6,0.5,7,-2,5,-5,COc1ccc(C/C(N)=N/n2cnnc2)cc1
4,-12,5,-2,4,0.6,-2,0,0,2,CN(C)c1ccc(C(c2ccc(N(C)C)cc2)C(O)c2ccccc2)cc1 (configuration not stated)
4,-18,1,15,-1,-0.1,-10,0,-7,-15,CN(Cc1ccccc1)C(=O)CN1C(=O)NC(C)(c2ccc(Cl)cc2)C1=O (configuration not stated)
-18,-6,-1,54,-2,-2.4,3,0,-4,-54,COCCOC(=O)c1c(NC(=O)CN2c3ccccc3CC2C)sc(C(N)=O)c1C (configuration not stated)
1,-11,·,-20,-5,-0.2,6,0,4,20,O=C(c1ccccc1)N1CCCC(C(=O)N2CCCCCC2)C1 (configuration not stated)
24,-11,-3,6,-12,-1.0,17,2,-7,-6,Cc1cc(/C=C(/C#N)C(=O)O)c(C)n1CCC(C)C
